FLuc stim CS = firefly luciferase counter-screen for stimulation assays. ATPlite luciferase biochemical, luminescence, 10 min; 0 = ATP-free wells, 1 = DMSO control. activation factor at 10 µM. 200,000 tested, under 10 active;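 active means luciferase activation factor, scaled between plate controls, of at least 2 with compound at 10 µM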
Target sequence (P08659 whole entry, looked up): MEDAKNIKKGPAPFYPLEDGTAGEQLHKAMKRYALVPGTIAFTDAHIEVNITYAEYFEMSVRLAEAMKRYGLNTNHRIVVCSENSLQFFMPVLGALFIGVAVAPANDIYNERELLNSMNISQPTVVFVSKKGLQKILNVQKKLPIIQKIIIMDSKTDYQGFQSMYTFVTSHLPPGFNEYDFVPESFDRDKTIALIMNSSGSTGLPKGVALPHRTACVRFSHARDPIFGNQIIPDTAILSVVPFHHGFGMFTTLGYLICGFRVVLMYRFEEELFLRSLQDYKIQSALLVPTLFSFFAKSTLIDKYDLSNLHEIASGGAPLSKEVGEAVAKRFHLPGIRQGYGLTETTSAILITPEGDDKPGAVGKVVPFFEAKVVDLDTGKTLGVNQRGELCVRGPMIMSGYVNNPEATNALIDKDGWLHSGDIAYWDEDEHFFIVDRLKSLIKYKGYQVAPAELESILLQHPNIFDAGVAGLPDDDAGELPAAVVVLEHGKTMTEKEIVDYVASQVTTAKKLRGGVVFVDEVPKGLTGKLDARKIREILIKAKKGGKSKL
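Material: Luciferase/luciferin reagent mix | Doses: Test compounds dosed from 2 mM stocks in 100% DMSO | Timing: 10 min incubation after luciferase reagent addition, room temperature | Measured by: Luminescence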
FLuc inh counter = Photinus pyralis luciferase inhibition counter-screen; P08659; ATPLite firefly luciferase biochemical luminescence, 10 min; inhibition, % at 10 µM; actives 1.5% (n = 200,000); AID 1006;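 active means inhibition above about 50% when tested at 10 µM, limit read from the data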
ROMK mod = human ROMK K+ channel modulation, primary screen; P48048; Tet-inducible ROMK, thallium flux fluorescence; actives lie on both sides; B-score at 10 µM; actives 2% (n = 130,000); AID 1918;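 active means signal ratio slope over the read window, or its plate-corrected B-score, at least 3 SD from the plate mean, either direction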;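 further: B-score of the F/F0 ratio slope over 7 to 12 s after thallium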
Target sequence (P48048 whole entry, looked up): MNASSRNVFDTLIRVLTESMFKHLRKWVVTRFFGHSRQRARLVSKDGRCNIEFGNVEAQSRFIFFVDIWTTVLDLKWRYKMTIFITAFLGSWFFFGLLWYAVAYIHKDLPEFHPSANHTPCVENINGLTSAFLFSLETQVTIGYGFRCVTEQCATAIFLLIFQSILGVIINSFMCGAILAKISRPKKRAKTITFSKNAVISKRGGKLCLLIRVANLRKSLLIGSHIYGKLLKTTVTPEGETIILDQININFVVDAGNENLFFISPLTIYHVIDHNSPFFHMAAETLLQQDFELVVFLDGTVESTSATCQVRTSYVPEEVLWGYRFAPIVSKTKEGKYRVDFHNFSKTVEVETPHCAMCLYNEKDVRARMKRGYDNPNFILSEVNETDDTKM
* hit, by the source's call; . = not tested or not shown. Not all compounds are listed; count on the stated rates, not on these rows.

SMILES	FLuc stim CS	FLuc inh counter	ROMK mod
O=[N+]([O-])C(=c1ccc2c(c1)N1C3=C(CCCC3)CC3CCCCC31N=2)[N+](=O)[O-] (stereo not drawn)	.	.	0.89
O=C(Nc1cc(Cl)ccn1)C1(c2ccccc2)CC1(Cl)Cl (stereo not drawn)	.	.	-0.69
CC[C@@H](Nc1ncnc2c1oc1ccccc12)C(=O)O	.	.	-0.05
COc1ccccc1N(Cc1cc(=O)[nH]c2ccccc12)C(=O)c1ccccc1	.	.	-0.047
COc1ccc(N(C=O)C(=S)SC)cc1	.	.	-0.034
CC1CCC(NC(=O)CN(C)S(=O)(=O)c2cccc3cccnc23)CC1 (stereo not drawn)	.	.	-0.11
CNC(=O)c1cc(NC(=O)CCn2nc(-c3ccc(C)cc3)c3ccccc3c2=O)ccc1OC	.	.	0.1
COc1ccc(C=C2c3ccccc3C(=O)c3ccccc32)c(OC)c1	.	.	2.8*
COc1ccc(/C=N/Nc2nc(-c3cccnc3)nc3ccccc23)cc1OC	.	.	0.094
O=C(Nc1cccnc1)c1cc(-c2ccccc2O)on1	.	.	3*
CC1=C(C#N)C(=O)N(C2CCS(=O)(=O)C2)C(=O)/C1=C\c1ccco1 (stereo not drawn)	.	.	-2.9*
O=C(CCS(=O)(=O)c1ccccc1)Nc1nc(-c2ccc(F)cc2)cs1	.	.	-0.23
Cc1ccc(NS(=O)(=O)c2ccc(-c3csc(C)n3)s2)c(C)c1	.	.	-11*
Cc1ccc(NC(=O)CC(N)=S)cc1	.	.	-0.086
CCOC(=O)c1cc(-c2ccccc2)nc2ccc(C)cc12	.	.	0.96
Cc1c(CC(=O)O)c(=O)oc2cc3oc4c(c3cc12)CCCC4	.	.	-1.3
CCCCOc1ccccc1/C=c1/sc2nc(-c3oc4ccccc4c3C)nn2c1=O	.	.	0.54
CCOC(=O)CNC(=O)CSc1nnc(-c2c[nH]c3ccccc23)n1CC	.	.	0.093
O=C(O)C1Sc2[nH]c(=O)sc2C2c3cc(Br)ccc3OC(=O)C12 (stereo not drawn)	.	.	-0.0066
COc1ccc(OC)c(C2=Nn3c(nnc3-c3cc(C)[nH]n3)SC2)c1	.	.	0.67
CCOC(=O)c1cn2nc(Oc3ccccc3)ccc2n1	.	.	-0.82
COc1ccccc1OCCNC(=O)C(c1ccccc1)c1ccccc1	.	.	0.14
COC(=O)N/N=C/c1ccc(OC(=O)c2ccco2)c(OC)c1	.	.	4.6*
COc1ccccc1NC(=O)CCN1CCN(CCC(=O)Nc2ccccc2OC)CC1	1	0	.
Cc1cc(C)n2nc(C(=O)Nc3ccccc3N3CCOCC3)nc2n1	1.1	-9	.

Reformatted as labelled records: entries from further up.
CCOC(=O)c1cc(-c2ccccc2)nc2ccc(C)cc12
  FLuc stim CS = .; FLuc inh counter = .; ROMK mod = 0.96
Cc1c(CC(=O)O)c(=O)oc2cc3oc4c(c3cc12)CCCC4
  FLuc stim CS = .; FLuc inh counter = .; ROMK mod = -1.3

Further entries follow.
SMILES	FLuc stim CS	FLuc inh counter	ROMK mod
COc1cc2cc(CN(Cc3nnnn3C3CCCC3)C3CCCC3)c(=O)[nH]c2cc1OC	1	-4	.
O=c1nc2n(c3ccccc13)Cc1ccccc1-2	1.1	-6	.
O=C1NCCCC1C(=O)N1CCN(C(=O)C2CCCNC2=O)CC1 (stereo not drawn)	1.1	-6	.
O=C(CCCC(=O)N1CCc2ccccc21)N1CCc2ccccc21	1.1	-8	.
CCOc1ccc2nc(NC(=O)CSc3nnc(-c4ccncc4)n3CC3CCCO3)sc2c1 (stereo not drawn)	0.3	68*	.
CN1CCc2c(sc3c2C(=O)NC(c2ccc4c(c2)OCO4)N3)C1 (stereo not drawn)	0.9	6	.
COc1ccc(N2CCCn3c2nc2c3c(=O)n(Cc3ccc(F)cc3)c(=O)n2C)c(OC)c1	1	-2	.
COc1ccc(Nc2nc(N3CCCCC3)nc(N3CCCCC3)n2)c(OC)c1	1	2	.
COC(=O)CSc1nnc2c(C)cc3cc4c(cc3n12)OCCO4	1.1	-5	.
CC(=O)Oc1ccccc1C(=O)Nc1ncc([N+](=O)[O-])s1	0.8	20	.
CCN1C(=O)N(CN2CCOCC2)C2C1N(CN1CCOCC1)C(=O)N2CC (stereo not drawn)	1	0	.
Cc1nn(-c2ccccc2)c2sc(C(=O)C(C#N)c3ccccn3)cc12 (stereo not drawn)	1	0	.
CCCNC(=O)C1CC(=O)N(c2ccc(OCC(=O)Nc3cc(C)cc(C)c3)cc2)C1 (stereo not drawn)	1	0	.
CCc1sc(C(=O)Nc2ccsc2C(=O)OC)cc1Br	1	-2	.
COC(=O)c1ccc(-c2nc3ccccc3o2)cc1	0.5	46	.
COc1cc(C2C(C(=O)c3sc(C)nc3C)=C(O)C(=O)N2CCN(C)C)cc(OC)c1OC (stereo not drawn)	1	-2	.
c1ccc(-n2ncc3c2ncn2nc(CSc4nc5ccccc5s4)nc32)cc1	1	1	.
Cc1cc2ccccc2n2c(SCC(=O)N3CCN(C(=O)c4ccco4)CC3)nnc12	1	-2	.
Cc1cc(C)nc(-n2nc(C)cc2NC(=O)c2cc(=O)c3ccccc3o2)n1	1.1	-8	.
COc1cccc2[nH]c3c(=O)n(CCN(C)C)cnc3c12	1	-1	.
Cc1csc2ncc(C(=O)NCc3ccc4c(c3)OCO4)c(=O)n12	1.1	-7	.
CCN1CCN(C(=O)c2cc3c(=O)n4ccccc4nc3n2Cc2ccccc2)CC1	1	-5	.
CCOC(=O)Cc1csc(NC(=O)c2c(O)c3ccccc3n(C)c2=O)n1	1	-1	.
COc1ccc(CCNC(=O)CSc2nc(C)nc3c2c(=O)n(C)c(=O)n3C)cc1OC	1	-3	.
Cn1nc(CC(=O)Nc2cccnc2N2CCOCC2)c2ccccc2c1=O	1.1	-7	.

Entries of single compounds from above. Order of values: FLuc stim CS	FLuc inh counter	ROMK mod
O=C(CCCC(=O)N1CCc2ccccc21)N1CCc2ccccc21 is listed as 1.1	-8	.
COc1ccc(Nc2nc(N3CCCCC3)nc(N3CCCCC3)n2)c(OC)c1 is listed as 1	2	.
Cn1nc(CC(=O)Nc2cccnc2N2CCOCC2)c2ccccc2c1=O is listed as 1.1	-7	.
COc1ccc(CCNC(=O)CSc2nc(C)nc3c2c(=O)n(C)c(=O)n3C)cc1OC is listed as 1	-3	.

(listing goes on)
SMILES	FLuc stim CS	FLuc inh counter	ROMK mod
Cn1c(=O)c2c(nc(SCc3ccccn3)n2C)n(C)c1=O	1.1	-7	.
COc1ccc2nc(NC3=NCN(CC4CCCO4)CN3)nc(C)c2c1 (stereo not drawn)	1	-4	.
CCOC(=O)c1cc(C#N)c(SCC(=O)c2cc(C#N)c(SC)nc2C)nc1C	1	-4	.
Cn1c(=O)n(CCN2CCOCC2)c(=O)c2c1nc1n2CCCN1c1ccccc1	1	2	.
CCOC(=O)Cn1nnnc1C(CC)N(Cc1cc2c(C)cc(C)cc2[nH]c1=O)C1CCCC1 (stereo not drawn)	1.1	-8	.
Cc1ccc(CN(Cc2cc3cccc(C)c3[nH]c2=O)C(=O)N(C)C)cc1	1	-5	.
CCOc1cc(NC(=O)c2cnccn2)c(OCC)cc1NC(=O)c1ccc(OC)cc1	1	-1	.
CC(C)c1ccc2c(c1)c(SC(C)(C)C)c(CC(C)(C)C(=O)O)n2Cc1ccc(Cl)cc1	1	-1	.
Cc1nc(N2CCN(S(=O)(=O)c3ccc(F)cc3)CC2)c2c(C)c(C)sc2n1	1	-1	.
O=C(O)CSC12CC3CC(C1)CC(C(=O)O)(C3)C2	1	0	.
CCN(CC)C(=O)[C@]1(c2ccccc2)C[C@@H]1CN	1	-4	.
Cc1ccc(C2C(C(=O)c3sc(C)nc3C)=C(O)C(=O)N2CCCN(C)C)o1 (stereo not drawn)	1	2	.
CCCc1nc2c(C)cc(-c3nc4ccccc4n3C)cc2n1Cc1ccc(-c2ccccc2C(=O)O)cc1	0.9	7	.
O=c1[nH]c2cc3c(cc2cc1C(c1nnnn1C1CCCC1)N1CCCc2ccccc21)OCCO3 (stereo not drawn)	1.1	-10	.
Cc1ccc(-n2c3c(cc(C(=O)Nc4cccc(C)n4)c2=O)C(=O)CCC3)cc1	1	3	.
CC(C)Sc1nnc(NC(=O)C2CC2)s1	1	-2	.
CCCn1c(=O)c2ccccc2n2c(SCC(=O)c3cc(C)n(CCOC)c3C)nnc12	1	-2	.
O=C1c2ccccc2C(=O)N1Cc1nc(-c2ccccc2)no1	1	-5	.
COc1ccc(S(=O)(=O)N2CCN(c3ncnc4c(-c5ccccc5)nsc34)CC2)cc1	1	-4	.
CCC1CCCCN1Cc1nc2c(c(=O)n(C)c(=O)n2C)n1Cc1cccc2ccccc12 (stereo not drawn)	1	-3	.
CCC(C)n1c(C)nc2c(c1=O)c1nc3ccccc3nc1n2-c1ccc2c(c1)OCCO2 (stereo not drawn)	1.1	-10	.
Cc1ccc2c(COC(=O)c3cnc(C)cn3)cc(=O)oc2c1	1	-3	.
Cc1ccc2c(c1)[nH]c1c(N3CCN(Cc4ccc5c(c4)OCO5)CC3)ncnc12	1	-4	.
C/C(Cl)=C/Cn1c(SCC(C)C)nc2c1c(=O)[nH]c(=O)n2C	1	-1	.
Cc1ccc2cc(C(c3nnnn3C(C)(C)C)N3CCCC3)c(=O)[nH]c2c1C (stereo not drawn)	1	-4	.

Quoted from the listing (3 entries):
SMILES	FLuc stim CS	FLuc inh counter	ROMK mod
Cc1ccc2c(c1)[nH]c1c(N3CCN(Cc4ccc5c(c4)OCO5)CC3)ncnc12	1	-4	.
C/C(Cl)=C/Cn1c(SCC(C)C)nc2c1c(=O)[nH]c(=O)n2C	1	-1	.
Cc1ccc2cc(C(c3nnnn3C(C)(C)C)N3CCCC3)c(=O)[nH]c2c1C (stereo not drawn)	1	-4	.

The results go on.
SMILES	FLuc stim CS	FLuc inh counter	ROMK mod
COc1ccc(-n2nnnc2Sc2ccc(S(=O)(=O)N3CCOCC3)cn2)cc1	1	-3	.
Cc1c(-n2cc(C(=O)O)c(=O)c3cc(F)c(N4CCCC4)c(F)c32)c(=O)n(-c2ccccc2)n1C	1.1	-8	.
Cc1noc(C)c1CSc1nnc2cc(C)c3ccccc3n12	1.1	-6	.
CC(=O)Nc1cccc2c1[n+]([O-])c(C)c(C)[n+]2[O-]	1	-2	.
CCN(CC)c1ccc2cc(C(=O)Nc3cccnc3N3CCOCC3)c(=O)oc2c1	1.1	-7	.
COc1ccc(Cn2c3nc4ccccc4nc3c3c(=O)n(Cc4ccco4)cnc32)cc1	1	-3	.
CCCc1nnc(NC(=O)c2c(O)c3cccc4c3n(c2=O)CCC4)s1	1.1	-6	.
COc1cc(C(=O)Nc2ccc(NC(=O)C(C)C)nc2)cc(OC)c1OC	1.1	-8	.
Cc1cccn2c(=O)c3cc(C(=O)NCCN4CCOCC4)n(Cc4ccccc4)c3nc12	1	-3	.
CCn1c(=O)c(C2=NS(=O)(=O)c3ccccc3N2)c(O)c2ccccc21	1	2	.
COC(=O)c1ccc(OC(=O)c2ccc(OCc3c(C)noc3C)c(OC)c2)cc1	1	-3	.
COc1ccc(Cl)cc1Nc1nc(N2CCCC2)nc(N2CCCC2)n1	1.1	-11	.
CC(=O)SCC(Cc1ccccc1)C(=O)NCC(=O)OCc1ccccc1 (stereo not drawn)	1	4	.
CCOC(=O)c1cnc(-n2nc(C)cc2C)nc1Nc1ccc2c(c1)OCO2	1	-4	.
Cc1cc2nc(NC3=NCN(Cc4ccc5c(c4)OCO5)CN3)nc(C)c2cc1C	1	-2	.
Cc1ccc(-c2nn3c(-c4ccco4)nnc3c3ccccc23)cc1S(=O)(=O)N1CCOCC1	1.1	-10	.
CCOC(=O)c1cc2c(=O)n3cccc(C)c3nc2n(Cc2ccccc2Cl)c1=N	1	-2	.
COc1nc(-c2ccccc2)ccc1-c1noc(-c2ccc(F)cc2)n1	1	0	.
CC1CN(c2nc3ccccc3nc2C(C#N)C(=O)NC2CCCCC2)CC(C)O1 (stereo not drawn)	1	-2	.
CCn1cc(C(=O)NCc2ccc(OC)cc2OC)c(=O)c2ccc(C)nc21	1	-2	.
CCCCc1nc2ccccc2c(=O)n1NC(=O)c1c(O)c2cccc3c2n(c1=O)CC3	1.1	-6	.
CCOC(=O)c1ccc(N2Cc3cc(C)c(C)cc3C2)cc1O	1.1	-6	.
O=C(CSc1ccccn1)N1CCN(C(=O)CSc2ccccn2)CC1	1	-4	.
COc1ccccc1NC(=O)CSc1ccc2nnc(-c3ccccn3)n2n1	1.1	-5	.
O=C(CSc1nnc(-c2ccc(Cl)cc2)o1)N1CCN(c2ccccc2)CC1	1.1	-8	.
Next compounds.
SMILES	FLuc stim CS	FLuc inh counter	ROMK mod
CN1CCN(S(=O)(=O)c2ccc(-c3ccc(S(=O)(=O)N4CCN(C)CC4)cc3)cc2)CC1	1.1	-7	.
c1ccc(-n2ncc3c(N4CCN(c5ccccn5)CC4)nc(N4CCCCC4)nc32)cc1	1	-3	.
COC(=O)c1ccc(C2C(C(=O)OC(C)C)=C(C)N=C3SCCC(=O)N32)cc1 (stereo not drawn)	1.1	-6	.
CCSc1nc2sc3c(c2c(=O)n1C1CCCCC1)CCN(C)C3	1	-4	.
CCn1c(=N)c(C(=O)OC)cc2c(=O)n3ccccc3nc21	1	-2	.
CCN(CC)S(=O)(=O)c1cccc(-c2nnc(SCC(=O)c3cc(C)n(C4CC4)c3C)o2)c1	1	-5	.
O=C1c2oc3ccc(Cl)cc3c(=O)c2C(c2cccnc2)N1Cc1ccco1 (stereo not drawn)	1	-4	.
Cc1ccnc(SCCn2c(Br)nc3c2c(=O)[nH]c(=O)n3C)n1	1	-4	.

Source: PubChem BioAssay (several laboratories)
